High-throughput results: PubChem, National Center for Advancing Translational Sciences (NCATS)
ATXN2 expr inh: inhibitors of ATXN2 expression; Potency, µM (series often up to 57 µM), for inactives: top-dose activity change, negative = inhibition, most hits filed as inhibitors; hit rate 0.72% among 360,000; HEK-293 ATXN2-luciferase reporter, luminescence, 24 h; further: on the % scale 0 is the no-effect control and ±100 the full control effect; nearly all actives have a fitted effect of over 55% in size
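qHTS (up to 57 uM final) was run with 24 h compound exposure of reporter cells at 37 °C. Each well was multiplexed: SteadyGlo luminescence measured ATXN2-luciferase expression after a fluorogenic Gly-Phe-AFC viability readout (25 uM final).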
Nrf2 activator: activators of Nrf2 (ARE) signaling; AREc32 ARE-luciferase reporter (MCF7-derived line), luminescence, 24 h; Potency, µM (series often up to 46.1 µM), for the others: at the top dose activation, hits mostly activators; hit rate 0.31% among 410,000; further: % of control where 0% means no effect; nearly all actives have a fitted effect of over 65% in size
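For detection, Steady-Glo was added and plates sat 30 min at RT; before that, AREc32_Fluc cells grown overnight in OPTI-MEM/5% FBS had been treated with 23 nL compound for 24 hr at 37 deg C.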
MCF10A rerep: induces DNA re-replication in MCF 10a normal breast cells; MCF 10A DNA re-replication, Hoechst nuclear intensity, 48 h; Potency, µM (highest dose often 46.1 µM), for the others: at the highest dose activity, positive = re-replication, usual class: activators; hit rate 2.9% among 350,000; further: % of control where 0% means no effect; nearly all actives have a fitted effect of over 50% in size
EPAC2 antag: antagonists of human EPAC2; Q8WZA2; EPAC2 GEF exchange of Rap1B-BODIPY-GDP, fluorescence; Potency, µM (doses to about 114 µM), without a hit: at the top dose activity, negative = inhibition, usual class: inhibitors; hit rate 0.18% among 360,000; AID 720708; further: on the % scale 0 is the no-effect control and ±100 the full control effect; nearly all actives have a fitted effect of over 45% in size; many of its hits are not listed in these tables
Target sequence (Q8WZA2 whole entry, looked up): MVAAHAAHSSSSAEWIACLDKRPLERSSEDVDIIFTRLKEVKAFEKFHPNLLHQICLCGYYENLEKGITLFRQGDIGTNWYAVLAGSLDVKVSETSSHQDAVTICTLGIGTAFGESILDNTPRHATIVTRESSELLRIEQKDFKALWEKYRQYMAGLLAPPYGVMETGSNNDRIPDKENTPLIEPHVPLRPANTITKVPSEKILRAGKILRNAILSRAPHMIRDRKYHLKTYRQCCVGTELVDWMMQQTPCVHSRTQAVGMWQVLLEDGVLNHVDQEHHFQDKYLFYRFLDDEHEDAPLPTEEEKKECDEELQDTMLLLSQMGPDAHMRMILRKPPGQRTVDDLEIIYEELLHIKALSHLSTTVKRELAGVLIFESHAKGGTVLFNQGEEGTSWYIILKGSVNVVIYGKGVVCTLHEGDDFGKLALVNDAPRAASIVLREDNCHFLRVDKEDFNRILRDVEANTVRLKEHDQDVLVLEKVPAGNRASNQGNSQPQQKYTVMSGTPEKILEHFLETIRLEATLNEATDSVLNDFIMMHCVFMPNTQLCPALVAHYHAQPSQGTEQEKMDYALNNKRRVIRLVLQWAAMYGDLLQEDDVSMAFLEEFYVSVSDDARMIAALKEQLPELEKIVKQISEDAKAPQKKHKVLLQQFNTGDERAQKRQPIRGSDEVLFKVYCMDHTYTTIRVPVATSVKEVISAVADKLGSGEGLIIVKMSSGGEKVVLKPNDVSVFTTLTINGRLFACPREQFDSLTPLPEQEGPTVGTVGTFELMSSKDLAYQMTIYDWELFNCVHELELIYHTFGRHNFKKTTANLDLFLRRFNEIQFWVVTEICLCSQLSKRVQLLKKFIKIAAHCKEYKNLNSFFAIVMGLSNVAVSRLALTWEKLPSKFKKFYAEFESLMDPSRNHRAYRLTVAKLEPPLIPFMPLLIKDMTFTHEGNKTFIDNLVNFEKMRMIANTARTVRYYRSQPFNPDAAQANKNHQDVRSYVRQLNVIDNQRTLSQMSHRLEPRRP
S2 tox: reduces viability in counter-screen for ATXN expression inhibitors; AID 651635; hit rate 0.49% among 400,000; Potency, µM (doses to about 56.7 µM), most hits filed as cytotoxic; S2 cells (HEK-293 line with an ATXN2-luciferase reporter) viability, CellTiter-Fluor protease fluorescence, 24 h; further: nearly all actives have a fitted effect of over 40% in size
Nrf2 inh: inhibitors of Nrf2 signaling; A549 ARE-Fluc reporter, luciferase luminescence, 18-24 h; Potency, µM (doses to about 46 µM), without a hit: top-dose activity change, negative = inhibition, actives largely listed as inhibitors; hit rate 2.1% among 360,000; further: on the % scale 0 is the no-effect control and ±100 the full control effect; nearly all actives have a fitted effect of over 60% in size
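Quantitative HTS in A549 cells stably bearing an antioxidant response element-firefly luciferase construct. Inhibition of Nrf2-driven transcription was scored by luminescence after 18-24 h of compound exposure at 37 °C.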
A549 viability: kills or reduces viability of A549 cells in Nrf2 counter-screen | A549 ARE-Fluc cells, CellTiter-Fluor viability, 18-24 h | Potency, µM (top dose mostly 46 µM), inactives show top-dose activity change, negative = cytotoxicity, usual class: inhibitors | hit rate 0.16% among 390,000 | AID 504648; further: on the % scale 0 is the no-effect control and ±100 the full control effect
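Cytotoxicity counterscreen: CellTiter-Fluor fluorescence was measured in A549 ARE_Fluc cells after 18-24 h of compound exposure in a concentration series. The subsequent BugLite luminescent read reports ARE-luciferase activity.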
HepG2 viability: counter-screen for TGF-b inhibitors: cytotoxicity in HepG2 cells; HepG2 CAGA-GFP viability, ATP luminescence, 18 h; Potency, µM (top dose mostly 46.1 µM), for the others: at the highest dose activity change, negative = cytotoxicity, usual class: cytotoxic; AID 588856; hit rate 0.76% among 410,000; further: some results filed as inactive show a strong effect at the top dose
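HepG2 CAGA-GFP cells (1000/well, DMEM with 1% FBS) received compound, then TGF-beta at 500 pg/mL final, and were incubated 18 hours at 37 degrees C. Viability was read by CellTiter-Glo luminescence. Media-only wells were set as complete cell-killing and DMSO as no toxicity.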
TGFb SMAD3 inh: inhibitors of TGF-b signaling; HepG2 CAGA-GFP TGF-b/SMAD3 reporter, GFP fluorescence, 18 h; TGF-beta stimulated, 500 pg/mL final; AID 588855; hit rate 1.2% among 410,000; Potency, µM (series often up to 46.1 µM), for the others: at the highest dose activity, negative = inhibition, actives largely listed as inhibitors; further: on the % scale 0 is the no-effect control and ±100 the full control effect; nearly all actives have a fitted effect of over 65% in size
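HEPG2 CAGA-GFP reporter cells (1000/well, DMEM with 1% FBS) received compounds, then recombinant TGF-beta at 500 pg/mL final for 18 hours at 37 degrees C. Per-cell GFP summed per well was normalised to unstimulated and stimulated DMSO controls before curve fitting.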
Starred values were filed as active, the others as inactive; i = inactive; ? = inconclusive; . = no result given; & = joins results of further samples; [ ] = remark or other dose. The call rests on the fitted dose curve; in most records, active means well fitted curve in the direction sought with a large enough effect; inconclusive means small, poorly fitted or top-dose-only effect, or another doubt; inactive means no such curve, though single readings can be large; an effect the other way counts as inactive or inconclusive. Potency means the concentration at half of the fitted maximal effect. This is a subset; rates above refer to the full screens.

Start of the listing, in advance (five entries):
Results follow in this order: ATXN2 expr inh, Nrf2 activator, MCF10A rerep, EPAC2 antag, S2 tox, Nrf2 inh, A549 viability, HepG2 viability, TGFb SMAD3 inh
- O=C1c2ccccc2NC(c2cccs2)N1O (configuration not stated)
→ 41%[activator], 9.0%, -1%, 18%, i, -1%, -4%, -7%, 4%
- O=C(CSc1nnc(-c2ccncc2)o1)N1CCCCCC1
→ 28%, 0.4%, -6%, 2%, i, -11%, 4%, 7%, 4%
- COc1ccc(NS(=O)(=O)c2cccc(C(=O)NCC3CCCO3)c2)cc1 (configuration not stated)
→ 1%, 0.2%, 1%, 1%, i, -8%, -1%, 6%, -26%
- N/C(=N\OC(=O)Cc1cccs1)c1ccc(Br)cc1
→ 36%, 2.0%, -4%, -7%, i, ?, -4%, -13%, -3%
- COc1ccc(S(=O)(=O)Nc2c(NC3CCCCC3)c3ccccc3oc2=O)cc1OC
→ ., -0.5%, -7%, 6%, ?, 1%, 1%, -23%, -15%

The list itself, from the first entry:
Results follow in this order: ATXN2 expr inh, Nrf2 activator, MCF10A rerep, EPAC2 antag, S2 tox, Nrf2 inh, A549 viability, HepG2 viability, TGFb SMAD3 inh
- O=C1c2ccccc2NC(c2cccs2)N1O (configuration not stated)
→ 41%[activator], 9.0%, -1%, 18%, i, -1%, -4%, -7%, 4%
- O=C(CSc1nnc(-c2ccncc2)o1)N1CCCCCC1
→ 28%, 0.4%, -6%, 2%, i, -11%, 4%, 7%, 4%
- COc1ccc(NS(=O)(=O)c2cccc(C(=O)NCC3CCCO3)c2)cc1 (configuration not stated)
→ 1%, 0.2%, 1%, 1%, i, -8%, -1%, 6%, -26%
- N/C(=N\OC(=O)Cc1cccs1)c1ccc(Br)cc1
→ 36%, 2.0%, -4%, -7%, i, ?, -4%, -13%, -3%
- COc1ccc(S(=O)(=O)Nc2c(NC3CCCCC3)c3ccccc3oc2=O)cc1OC
→ ., -0.5%, -7%, 6%, ?, 1%, 1%, -23%, -15%
- Cc1ccc(S(=O)(=O)CCC(=O)OCC(=O)NC(C)c2ccccc2)cc1 (configuration not stated)
→ ., 0.1%, -4%, -16%, ., -10%, 5%, 21%, 36%[activator]
- COc1ccc(C2C(C(=O)c3ccc(C)o3)=C(O)C(=O)N2Cc2cccnc2)cc1OC (configuration not stated)
→ 21%, 0.1%, -16%, -3%, i, -3%, -10%, 4%, 6%
- CCOC(=O)C1c2cccc(O)c2CCN1C(C)=O (configuration not stated)
→ ., -0.7%, ., 9%, ?, ., ., -2%, 3%
- O=C(NCc1cccnc1)C1CC(c2ccccc2Cl)=NO1 (configuration not stated)
→ -6%, 0.6%, ?, 11%, i, -9%, 0%, 0%, -1%
- CCCn1c(N)c(Sc2ccc(Cl)cc2)c(=O)n(CCC)c1=O
→ -3%, 0.3%, 3%, -5%, i, -21%, 2%, -25%, 15%
- CCOc1ccc(NC(=O)CCCc2cc(-c3ccc(OCC)cc3)on2)cc1
→ ?, -1.6%, 1%, -1%, ?, -12%, -5%, -1%, 22%
- CCNC(=S)Nc1ccc2c(c1)c(=O)n(C)n2Cc1ccc(Cl)cc1
→ 0%, 2.8%, ., -2%, i, ., ., -3%, 17%
- O=C(O)C1CCN(S(=O)(=O)c2cccc3nsnc23)CC1
→ -1%, -0.6%, 6%, 1%, i, 5%, 4%, 16%, -6%
- COCCOC(=O)c1c(C)n(C)c2ccc(OC(=O)C3CC3)cc12
→ 3%, 0.2%, -2%, -3%, i, -6%, 1%, -24%, 0%
- Cc1noc(-c2ccc(N3CCC(C)CC3)c([N+](=O)[O-])c2)n1
→ 47%[activator], 3.7%, ., ., i, ?, 1%, -10%, -3%
- O=C(CCN1C(=O)C2C3CCC(C3)C2C1=O)OCC(=O)c1ccc(Br)cc1 (configuration not stated)
→ -3%, -0.7%, 2%, -1%, i, -2%, -3%, 0%, 6%
- COc1ccc(NC(=O)c2cc(Br)ccc2Cl)c(OC)c1
→ 0%, 4.9%, -47%[inhibitor], -5%, i, -28%, 8%, -13%, -18%
- Cc1cc(Br)ccc1NCc1ccccn1
→ 5%, 2.2%, 18µM*, 2%, i, 12%, 0%, -44%, -24%
- CCCC(=O)Nc1nnc2n1CCS2
→ 3%, 0.0%, ., ., i, ., 4%, -9%, 1%
- O=C(NCc1cccnc1)C(=O)NCC1CCCO1 (configuration not stated)
→ -25%[11.3 µM], -0.4%, 1%, 0%, i, 15%, -4%, 12%, 1%
- Cc1cc(C)c2c(=O)c(C#N)coc2c1
→ ., 4.0%, -1%, ?, i, 15%, 0%, 2%, -1%
- COc1ccc(NC(=O)CN(C2CCCCC2)S(C)(=O)=O)cc1OC
→ 2%, 2.5%, 3%, 9%, i, 21%, 1%, 0%, -9%
- CCC1=NN(C(=O)C(=O)Nc2ccc(Br)cc2)C(O)(C(F)(F)F)C1 (configuration not stated)
→ 8%[11.3 µM], 0.0%, ?, 12%, i, -18%, -17%, -23%, ?
- CC(C)(C)OC(=O)N1CCc2onc(-c3ccc(Br)cc3)c2C1=O
→ 1%, 5.0%, ., -4%, i, ., ., -20%, -1%
- CCOC(=O)c1ccc(-c2ccc(C(=O)Nc3cccnc3)o2)cc1
→ 28%, 5.1%, ?, 3%, ?, -2%, -3%, 3%, 1%
- C[C@@H]1CN([C@@H](C)CO)C(=O)CCCn2nncc2CO[C@H]1CN(C)S(=O)(=O)c1ccc(-n2cccn2)cc1
→ -12%, -0.4%, ., 6%, i, ., ., 2%, 4%
- Brc1ccc(-c2noc(CCc3ccccc3)n2)o1
→ 31%[activator], 0.0%, 16%, -11%, i, ?, 3%, -18%, -23%
- O=C1C(Cl)=C(NCCCO)C(=O)c2ccccc21
→ -37%, -0.4%, ?, -12%, i, ., -20%, -95%, ?
- CC1(C)O[C@H]2OC([C@H](O)CON3C(=O)c4ccccc4C3=O)[C@H](O)[C@H]2O1 (some centres not stated)
→ 9%, -0.8%, -1%, 1%, i, -5%, -4%, 0%, -25%
- CCC(C(=O)Nc1ccc(C(=O)O)cc1NC(=O)C(CC)c1ccccc1)c1ccccc1 (configuration not stated)
→ ., -0.3%, -6%, -3%, i, 7%, 0%, -5%, 3%

Whole records as entered above. Screens in order: ATXN2 expr inh	Nrf2 activator	MCF10A rerep	EPAC2 antag	S2 tox	Nrf2 inh	A549 viability	HepG2 viability	TGFb SMAD3 inh
`Brc1ccc(-c2noc(CCc3ccccc3)n2)o1` across the screens: 31%[activator]	0.0%	16%	-11%	i	?	3%	-18%	-23%
`C[C@@H]1CN([C@@H](C)CO)C(=O)CCCn2nncc2CO[C@H]1CN(C)S(=O)(=O)c1ccc(-n2cccn2)cc1` across the screens: -12%	-0.4%	.	6%	i	.	.	2%	4%

The list continues.
Abbreviations – A = ATXN2 expr inh; B = Nrf2 activator; C = MCF10A rerep; D = EPAC2 antag; E = S2 tox; F = Nrf2 inh; G = A549 viability; H = HepG2 viability; I = TGFb SMAD3 inh
> Fc1ccc(CSc2nnc(-c3ccco3)o2)cc1
  A: . | B: 6.5% | C: -8% | D: -13% | E: i | F: 18% | G: 2% | H: -15% | I: -10%

> CCOc1cccc(-c2c(C(=O)N/N=C/c3c(F)cccc3Cl)nnn2-c2nonc2N)c1
  A: 1% | B: 0.2% | C: 9% | D: -2% | E: i | F: -10% | G: 11% | H: -19% | I: -6%

> O=C(CNC(=O)Cc1ccccc1)NCC(=O)OCC(=O)c1cccc2ccccc12
  A: 2% | B: 0.3% | C: 237%[0.0737 µM] | D: 1% | E: i | F: -1%&-5% | G: 1%&-3% | H: -4%&0% | I: 3%&-4%

> O=C(CSc1ccccc1)Nc1nccs1
  A: 15% | B: 0.2% | C: -5% | D: -11% | E: i | F: ? | G: 0% | H: -19% | I: -13%

> COCCNC(=O)c1ccc2c(c1)NC(=O)CS2
  A: 3% | B: 0.6% | C: -11% | D: 4% | E: i | F: . | G: 3% | H: -4% | I: -12%

> COc1ccc(-c2cc(C(=O)NCCCN3CCOCC3)on2)cc1OC
  A: -2% | B: -0.3% | C: 6% | D: -2% | E: i | F: -9% | G: 3% | H: -7% | I: -3%

> CC(=O)Oc1ccc(/C=C(\NC(=O)c2cccc(Br)c2)C(=O)Nc2ccc(C(=O)O)cc2)cc1
  A: . | B: -0.2% | C: 4% | D: 3% | E: i | F: 4% | G: 2% | H: -16% | I: 0%

> COc1ccc(OC)c(N2C(=O)c3cccnc3C2=O)c1
  A: 11% | B: 0.5% | C: ? | D: 3% | E: i | F: 4% | G: 0% | H: -1% | I: 13%

> NS(=O)(=O)c1ccc(NC(=S)Nc2ccc(C(=O)N3CCCCC3)cc2)cc1
  A: -2% | B: -0.3% | C: 9% | D: 0% | E: i | F: -3% | G: -1% | H: 12% | I: 5%

> c1ccc(-c2nnsc2-c2ncc[nH]2)cc1
  A: 34% | B: 0.1% | C: -6% | D: 2% | E: i | F: -6% | G: -2% | H: -1% | I: 19%

> CCOC(=O)c1ccc(N2CCN(C(C)=O)CC2)c(NC(=O)c2cccnc2)c1
  A: 2%[11.3 µM] | B: -0.3% | C: -1% | D: 2% | E: i | F: 2% | G: -1% | H: -9% | I: -1%

> Cc1onc(-c2ccccc2)c1C(=O)Nc1ccccc1NC(=O)c1c(-c2ccccc2)noc1C
  A: -7% | B: -0.6% | C: -2% | D: 2% | E: i | F: -9% | G: -5% | H: 0% | I: ?

> Cc1oc(-c2ccccc2F)nc1CS(=O)(=O)CC(=O)NC1CCCC1
  A: -18% | B: -0.2% | C: 16% | D: 0% | E: ? | F: -7% | G: 0% | H: 0% | I: 0%

> CN(C)/C=N/c1c(C#N)cnn1C
  A: 1% | B: -0.2% | C: -2% | D: 1% | E: i | F: 14% | G: 3% | H: -1% | I: -16%

> CCOC(=O)C1=C(C)NC(=S)NC1c1ccco1 (configuration not stated)
  A: -5% | B: 15% | C: ? | D: 5% | E: i | F: ? | G: 17% | H: 10% | I: -16%
